Source: PubChem (Sanford-Burnham Center for Chemical Genomics)
hIAP act = increases human intestinal alkaline phosphatase activity; P09923; purified human IAP, CDP-Star luminescence, 30 min; active compounds read high; 1 = vehicle-only enzyme, 0 = enzyme-free background; activation factor at 10 µM; hit rate 0.16% among 330,000; AID 2524;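 active = activation factor of the enzyme at least 2-fold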; note: the source names both 10 and 20 µM as test concentration; values of inactives mirror those of a sister screen read the other way
Target sequence (P09923 whole entry, looked up): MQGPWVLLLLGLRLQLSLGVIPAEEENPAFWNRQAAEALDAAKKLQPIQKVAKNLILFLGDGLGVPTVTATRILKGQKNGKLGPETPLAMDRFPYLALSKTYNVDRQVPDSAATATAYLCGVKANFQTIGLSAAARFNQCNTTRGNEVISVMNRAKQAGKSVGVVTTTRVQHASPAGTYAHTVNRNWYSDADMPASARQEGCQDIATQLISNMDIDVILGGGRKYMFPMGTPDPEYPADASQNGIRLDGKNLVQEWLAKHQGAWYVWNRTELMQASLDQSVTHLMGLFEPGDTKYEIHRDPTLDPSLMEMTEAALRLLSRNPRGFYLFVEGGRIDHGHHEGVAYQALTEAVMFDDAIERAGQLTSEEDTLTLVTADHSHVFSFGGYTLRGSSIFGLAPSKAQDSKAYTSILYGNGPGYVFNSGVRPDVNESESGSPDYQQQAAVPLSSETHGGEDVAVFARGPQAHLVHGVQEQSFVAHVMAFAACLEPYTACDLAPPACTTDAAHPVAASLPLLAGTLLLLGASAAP
MPTP inh = blocks calcium-induced mitochondrial swelling. hit rate 1.4% among 360,000. AID 602449. isolated mouse mitochondria, Ca2+ swelling absorbance, 30 min. inhibition, % at 10 µM;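 active = inhibition of 50% or more, scaled per plate between neutral and stimulator controls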;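 note: 0% = DMSO wells given calcium and 100% = 1 mM EGTA wells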
mIAP activ = increases mouse intestinal alkaline phosphatase activity; activation factor at 10 µM; hit rate 0.24% among 330,000; muIAP, CDP-Star luminescence, 30 min; active compounds read high; 1 = vehicle-only enzyme signal, 0 = enzyme-free wells;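 active = activation factor of at least 2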; note: the source names both 10 and 20 µM as test concentration; values of inactives mirror those of a sister screen read the other way
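Assay system: mouse IAP enzyme; reagent: chemiluminescent substrate CDP-Star; dosing: test compounds delivered from DMSO solution; schedule: 30 min at room temperature; measured by: luminescence from enzymatic CDP-Star hydrolysis; controls: DMSO-only wells and no-enzyme negative control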
mIAP inh = mouse IAP inhibition | purified mouse IAP, CDP-Star luminescence, 30 min | inhibition, % at 10 µM | hit rate 0.2% among 330,000 | AID 2806;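 active = inhibition of at least 40% at 10 µM in the primary screen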;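 note: plate controls were DMSO with enzyme for no effect and no enzyme wells for full effect; values of inactives mirror those of a sister screen read the other way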
A3G deaminase = inhibitors of human APOBEC3G DNA deaminase; Q9HC16; recombinant A3G, ssDNA deamination FAM/TAMRA fluorescence; inhibition, % at 20 µM; hit rate 0.28% among 330,000; AID 493012;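 active = inhibition of at least 40% at 20 µM, with no more than 30% in the related APOBEC3A deaminase screen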;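 note: plate controls were DMSO wells with A3G for no effect and wells lacking A3G enzyme for full effect; some compounds called inactive have numbers as strong as hits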
hIAP inh = blocks human intestinal alkaline phosphatase; hit rate 0.12% among 330,000; AID 2544; purified IAP, CDP-Star luminescence, 30 min; P09923; inhibition, % at 10 µM;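 active = inhibition reaching a set limit with compound at 10 µM in the primary screen, cut at about 35% in these data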;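 note: plate controls were DMSO wells with enzyme for no effect and no-enzyme buffer wells for full effect; values of inactives mirror those of a sister screen read the other way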
ATG4B inhibitor = inhibitors of human ATG4B cysteine protease | ATG4B cleavage of LC3-PLA2, NBD-HPC fluorescence, 1 h | hit rate 0.51% among 340,000 | inhibition, % at 8.33 µM | Q9Y4P1; in the data active = inhibition above about 40%
Target sequence (Q9Y4P1 whole entry, looked up): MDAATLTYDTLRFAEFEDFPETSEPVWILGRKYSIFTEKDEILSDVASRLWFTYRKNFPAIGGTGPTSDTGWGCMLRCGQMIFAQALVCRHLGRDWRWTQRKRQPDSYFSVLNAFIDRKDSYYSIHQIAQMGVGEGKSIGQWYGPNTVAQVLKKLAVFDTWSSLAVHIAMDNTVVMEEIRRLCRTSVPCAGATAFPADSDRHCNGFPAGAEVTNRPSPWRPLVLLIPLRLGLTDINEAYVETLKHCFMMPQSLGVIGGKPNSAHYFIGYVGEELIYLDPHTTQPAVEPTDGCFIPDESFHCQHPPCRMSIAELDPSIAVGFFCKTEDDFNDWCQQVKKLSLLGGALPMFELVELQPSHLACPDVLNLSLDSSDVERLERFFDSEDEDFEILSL
beta cell repl = MIN6 beta-cell proliferation induction. MIN6 cells proliferation, ATPlite luminescence, 48 h; cells starved in 0.2% serum; 100% = growth in 10% serum. proliferation, % at 10 µM. hit rate 0.29% among 330,000. AID 2380;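 active = compounds whose signal lies at least 3.5 SD above the mean of all wells on their plate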;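 note: 0% = DMSO-treated cells in low-serum medium and 100% = 10% serum control; some compounds called inactive have numbers as strong as hits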
APOBEC3A inh = blocks human APOBEC3A ssDNA deamination; AID 493011; recombinant A3A, FAM/TAMRA ssDNA deamination fluorescence; P31941; hit rate 0.41% among 330,000; inhibition, % at 20 µM;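 active = at least 40% inhibition at 20 µM here, with at most 30% in a related deaminase screen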;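 note: plate controls were A3A with DMSO for no effect and wells lacking A3A enzyme for full effect; some results filed as inactive read as strong as hits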
Target sequence (P31941 whole entry, looked up): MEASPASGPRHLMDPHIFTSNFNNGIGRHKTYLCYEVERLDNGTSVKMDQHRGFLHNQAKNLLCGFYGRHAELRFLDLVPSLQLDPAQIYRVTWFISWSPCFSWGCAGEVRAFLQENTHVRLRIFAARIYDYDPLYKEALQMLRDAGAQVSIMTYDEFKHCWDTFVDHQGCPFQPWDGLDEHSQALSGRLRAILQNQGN
* marks the source's active call; other numbers are inactive results.

Each structure is followed by: hIAP act	MPTP inh	mIAP activ	mIAP inh	A3G deaminase	hIAP inh	ATG4B inhibitor	beta cell repl	APOBEC3A inh
1	CCN(CC)Cc1ccc(OC)c(Cl)c1
  0.987	1.0	1.07	-7.2	-8.4	1.3	-9.2	-1.5	-2.0
2	CCCNC(=O)CN1C(=O)NC(CCSC)C1=O (stereo not given)
  1	-0.6	1.01	-1.5	-6.7	-0.1	-8.8	-2.2	-2.2
3	CCOC(=O)c1[nH]c2ccccc2c1NC(=O)C(CC)CC
  0.944	0.3	1.14	-13.9	-3.3	5.6	-2.6	-1.4	2.7
4	CC1Cc2ccccc2N1C(=O)Cc1cccs1 (stereo not given)
  1.03	-1.3	1.02	-1.9	-6.0	-3.0	3.1	-2.1	-3.8
5	COc1ccc(OC)c(NC(=O)C(=O)NCc2ccncc2)c1
  0.955	-0.8	1.03	-2.6	-6.0	4.5	-4.8	2.4	-3.8
6	NC(=O)c1ccsc1NC(=O)COC(=O)/C=C/c1ccccc1
  0.975	-1.0	0.996	0.4	-8.2	2.5	-17.6	4.5	-2.2
7	Cc1nc2sc(C(c3cccc(F)c3)N3CCOCC3)c(O)n2n1 (stereo not given)
  1.07	-1.0	1.03	-2.9	2.4	-6.6	-8.9	0.7	4.7
8	CCOc1ccccc1NC(=O)Nc1cnccn1
  0.883	1.7	1.05	-5.2	-2.3	11.7	-7.6	4.2	-2.2
9	CCc1ccc(NC(=O)C(=O)NCCN2CCN(C(=O)c3ccco3)CC2)cc1
  1.18	0.0	1.08	-7.7	-3.3	-17.6	-5.5	-2.3	-4.2
10	CCN1C(=O)[C@H]2[C@@H](c3ccc(-c4cc(C(C)=O)cs4)cc3)N3CCC[C@@]3(C(=O)OC)[C@H]2C1=O
  0.897	-0.1	0.926	7.4	-13.1	10.3	-4.9	-5.1	-0.2
11	O=C(c1cccnc1)N1CCN(S(=O)(=O)c2ccc(Cl)cc2)CC1
  1.11	-0.8	1.05	-4.7	-1.8	-10.7	0.8	-2.0	2.1
12	C=CC[C@H](CC(=O)NCCO)C(=O)NCCOC(=O)[C@@H](CC=C)CC(=O)OC(C)(C)C
  0.916	0.3	1.07	-7.4	-6.0	8.4	2.5	2.3	-2.5
13	COc1ccc2cc(C#N)c(SCC(=O)N3CCCC3)nc2c1
  0.908	-0.2	0.957	4.3	-3.4	9.2	-9.4	-0.5	15.8
14	Cc1ccccc1NC(=S)N(Cc1ccccc1)Cc1cccnc1
  1.06	1.5	1.13	-12.7	-5.7	-6.1	-6.9	-4.4	4.6
15	Cc1sc2ncnc(NCc3cccs3)c2c1C
  0.917	92.0*	0.942	5.8	-0.9	8.3	-2.1	-6.0	1.7
16	CCOc1ccc2c(c1)-c1c(ssc1=S)C(C)(C)N2
  0.991	3.9	0.824	17.6	-6.3	0.9	-11.5	-3.3	-4.1
17	Cc1cccc(N2CCN(C(c3ccccc3)c3nnnn3CC3CCCO3)CC2)c1C (stereo not given)
  1.25	1.1	1.05	-5.3	-10.7	-25.3	-9.9	-2.8	-3.5
18	CCCCN(C(=O)C(C)Oc1ccc(Br)cc1)c1c(N)n(Cc2ccccc2)c(=O)[nH]c1=O (stereo not given)
  1.02	-0.2	0.975	2.5	6.8	-2.2	-2.1	-5.2	23.0
19	CCn1c(Cc2ccccc2)n[nH]c1=S
  0.939	0.5	1.04	-4.0	-2.9	6.1	-3.6	-0.9	-0.6
20	CCN(Cc1ccccc1)S(=O)(=O)c1ccc2c(c1)NC(=O)CS2
  0.869	-0.9	1.04	-3.9	-2.3	13.1	3.3	-3.9	0.4
21	O=C(CNc1cccc(S(=O)(=O)N2CCCCCC2)c1)Nc1cccc([N+](=O)[O-])c1
  0.887	31.9	0.889	11.1	-9.4	11.3	16.6	-6.2	-4.3
22	CCc1ccccc1NC(=S)N(Cc1cccs1)C1CCCC1
  0.839	1.4	1.05	-4.9	-10.3	16.1	-3.9	-0.7	0.4
23	Cc1ccc(C)c(NC(=O)CSc2nc3ccc(N4C(=O)c5ccccc5C4=O)cc3s2)c1
  0.833	3.8	0.991	0.9	-4.5	16.7	18.4	-3.5	16.6
24	CCC(=O)Nc1c(-c2ccc(C)cc2)nc2ccc(C)cn12
  0.906	-1.3	0.985	1.5	-7.3	9.4	3.0	-1.5	0.6
25	O=C(O)COc1ccc(C(=O)Cc2ccc3c(c2)OCCCO3)c(O)c1
  0.778	-0.7	1.05	-5.2	3.3	22.2	-2.3	0.1	3.0
26	Cc1scc(C(=O)NNC(=O)CCC(=O)O)c1C
  1.11	-0.7	0.981	1.9	-1.7	-10.6	7.8	-2.2	1.1
27	CCc1c(-c2n[nH]c(=S)n2Cc2ccccc2)csc1C
  0.989	2.2	1.1	-10.2	0.3	1.1	-1.0	0.0	-0.3
28	COc1ccc(C(=O)NCCn2cc(SCC(=O)NCC3CCCO3)c3ccccc32)cc1OC (stereo not given)
  1.21	-0.1	1	-0.4	-6.1	-21.0	-6.9	-2.1	-1.2
29	CCN(CC)CCNC(=S)NC(=O)c1cn(-c2ccccc2)nc1-c1ccc(OC)cc1
  1.03	3.1	0.918	8.2	-9.0	-2.9	-0.4	-6.8	-6.3
30	O=c1[nH]nc(SCCS(=O)(=O)c2ccc(F)cc2)n1-c1ccccc1C(F)(F)F
  1.04	1.8	0.914	8.6	-12.5	-4.4	-3.8	-3.5	-3.0

Part of the list above, reformatted.
item | mol | hIAP act | MPTP inh | mIAP activ | mIAP inh | A3G deaminase | hIAP inh | ATG4B inhibitor | beta cell repl | APOBEC3A inh
17 | Cc1cccc(N2CCN(C(c3ccccc3)c3nnnn3CC3CCCO3)CC2)c1C (stereo not given) | 1.25 | 1.1 | 1.05 | -5.3 | -10.7 | -25.3 | -9.9 | -2.8 | -3.5
18 | CCCCN(C(=O)C(C)Oc1ccc(Br)cc1)c1c(N)n(Cc2ccccc2)c(=O)[nH]c1=O (stereo not given) | 1.02 | -0.2 | 0.975 | 2.5 | 6.8 | -2.2 | -2.1 | -5.2 | 23.0
19 | CCn1c(Cc2ccccc2)n[nH]c1=S | 0.939 | 0.5 | 1.04 | -4.0 | -2.9 | 6.1 | -3.6 | -0.9 | -0.6
20 | CCN(Cc1ccccc1)S(=O)(=O)c1ccc2c(c1)NC(=O)CS2 | 0.869 | -0.9 | 1.04 | -3.9 | -2.3 | 13.1 | 3.3 | -3.9 | 0.4
21 | O=C(CNc1cccc(S(=O)(=O)N2CCCCCC2)c1)Nc1cccc([N+](=O)[O-])c1 | 0.887 | 31.9 | 0.889 | 11.1 | -9.4 | 11.3 | 16.6 | -6.2 | -4.3
22 | CCc1ccccc1NC(=S)N(Cc1cccs1)C1CCCC1 | 0.839 | 1.4 | 1.05 | -4.9 | -10.3 | 16.1 | -3.9 | -0.7 | 0.4
23 | Cc1ccc(C)c(NC(=O)CSc2nc3ccc(N4C(=O)c5ccccc5C4=O)cc3s2)c1 | 0.833 | 3.8 | 0.991 | 0.9 | -4.5 | 16.7 | 18.4 | -3.5 | 16.6

Returning to the listing; the two compounds before the break are reprinted first.
Each structure is followed by: hIAP act	MPTP inh	mIAP activ	mIAP inh	A3G deaminase	hIAP inh	ATG4B inhibitor	beta cell repl	APOBEC3A inh
29	CCN(CC)CCNC(=S)NC(=O)c1cn(-c2ccccc2)nc1-c1ccc(OC)cc1
  1.03	3.1	0.918	8.2	-9.0	-2.9	-0.4	-6.8	-6.3
30	O=c1[nH]nc(SCCS(=O)(=O)c2ccc(F)cc2)n1-c1ccccc1C(F)(F)F
  1.04	1.8	0.914	8.6	-12.5	-4.4	-3.8	-3.5	-3.0
31	Cn1nnnc1SCc1ccc(C(=O)Nc2ccccc2F)cc1
  0.95	-2.5	0.95	5.0	-5.2	5.0	-8.4	0.0	-1.1
32	CC(=O)c1cccc(S(=O)(=O)N2CCC(C(=O)O)CC2)c1
  1.12	-1.8	0.899	10.1	-1.9	-12.3	-1.1	0.8	4.2
33	Cc1cccn2c(CNCC(C)Oc3cccnc3)c(C(=O)N3CCOCC3)nc12 (stereo not given)
  0.919	0.6	0.956	4.4	-6.6	8.1	-7.5	0.7	-0.9
34	COc1ccccc1NS(=O)(=O)c1cc([N+](=O)[O-])ccc1N/N=C/c1c[nH]c2ccccc12
  0.892	2.7	0.783	21.7	-4.3	10.8	32.6	-5.4	-0.8
35	O=C(Nc1ccncc1)c1ccc(Cl)cc1
  1.02	2.0	0.974	2.6	-11.0	-1.7	-3.4	-2.1	-4.0
36	COc1ccc(CCC(=O)OCc2csc(CC(=O)Nc3ccccc3C)n2)cc1
  1.12	0.4	0.976	2.4	4.1	-11.9	-6.1	1.5	14.3
37	COC(=O)c1c[nH]n2c(=O)c(Cc3ccc(F)cc3Cl)c(C)nc12
  0.954	0.3	0.953	4.7	-2.3	4.6	2.2	-2.8	-0.3
38	O=C(NCc1ccc2c(c1)OCO2)c1ccc(N2CCCC2=O)cc1
  1.02	-1.6	0.913	8.7	-1.6	-2.2	-4.7	-0.9	1.9
39	Cc1ccc(C(=O)CCC(=O)N2CCN(c3ccccc3O)CC2)cc1
  1.05	0.4	1.05	-5.1	-1.1	-5.3	8.8	-2.3	-3.9
40	COc1cn(-c2ccccc2)nc1C(=O)Nc1ccc(C)cc1Cl
  0.821	45.0	1.01	-1.2	-6.2	17.9	-4.3	3.5	4.8
41	CCOc1ccc(NC(=O)CCNS(=O)(=O)c2ccc(Br)s2)cc1
  1.28	0.1	1.02	-2.5	-3.0	-27.8	-7.4	-1.1	-3.7
42	CC(=O)N1CCN(c2ccc(Oc3ccc([N+](=O)[O-])c(C(F)(F)F)c3)cc2)CC1
  0.853	80.2*	0.97	3.0	-0.4	14.7	1.3	-4.1	-1.9
43	COc1cc(NC(=O)CN2C(=O)COc3ccc(S(=O)(=O)N4CCCCC4)cc32)cc(OC)c1
  1.07	-2.6	1.03	-3.4	-8.7	-7.4	0.9	-5.0	-6.2
44	COC(=O)Cn1cc(C(=O)c2cccs2)c2ccccc21
  1.11	-0.2	0.997	0.3	-3.7	-10.6	-0.1	0.2	1.0
45	Cc1ccc(S(=O)(=O)c2c(N)n(CCCO)c3nc4ccccc4nc23)cc1
  0.919	-0.5	0.99	1.0	-4.1	8.1	-6.4	-3.1	-5.0
46	O=C(O)c1cnc(-c2ccccc2)nc1-c1ccccc1
  1.04	-1.4	1.16	-15.5	2.4	-3.6	-6.6	1.4	0.5
47	COc1ccc(Cn2nnnc2C(c2cccs2)N2CCN(c3ccc([N+](=O)[O-])cc3)CC2)cc1 (stereo not given)
  1.04	3.6	0.813	18.7	-3.8	-4.5	-4.8	-1.2	-1.9
48	CC1CCCN(S(=O)(=O)c2cccc(C(=O)NCc3ccco3)c2)C1 (stereo not given)
  0.965	0.5	1.02	-2.0	-4.4	3.5	-12.1	-4.0	-2.3
49	COc1cccc(OC)c1C(=O)N1CCN(Cc2ccccc2C(F)(F)F)CC1
  1.17	-5.9	0.877	12.3	-10.4	-16.5	-8.7	-1.4	-6.5
50	CC1=C(C#N)C(C)C2=C(CC(C)(C)CC2=O)N1 (stereo not given)
  0.925	9.7	0.954	4.6	-2.1	7.5	-5.1	-0.4	-2.0
51	Cn1c(=O)[nH]c(=O)c2c1nc(SCCN1CCCCC1)n2Cc1ccccc1
  1.08	-1.5	0.95	5.0	0.1	-8.3	6.1	0.0	1.6
52	COc1cc(CCC(O)CC(=O)CCc2ccccc2)ccc1O (stereo not given)
  0.97	-0.9	0.935	6.5	-4.5	3.0	-5.5	-2.4	1.1
53	O=C(COc1ccc(Cl)cc1Cl)Nc1ccc(Cl)cn1
  1.07	2.7	1.11	-10.7	-4.9	-6.8	-14.9	-3.7	-4.5
54	COC(=O)c1cccc(NC(=O)c2cnccn2)c1
  1.13	1.9	1.12	-12.3	-3.9	-12.6	-2.7	-3.4	-4.4
